bCat nuc transl: beta-catenin nuclear translocation modulation. HeLa beta-catenin nuclear translocation, immunofluorescence imaging. nuclear translocation activity, % at 5 µM. actives 0.3% (n = 190,000). AID 1665;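 active means nuclear translocation activity above 50% at 5 µM, with a well cell count of 50 or more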;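 further: per-cell ratio of nuclear to cytoplasmic median beta-catenin stain intensity; plate controls were DMSO negative control for no effect and GSK-3 inhibitor IX positive control for full effect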
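Test system: HeLa cells, endogenous beta-catenin; Compound: single 5 µM dose plus 0.02–20 µM confirmation series; Times: compound exposure 24 h at 37°C; Signal: fluorescence imaging of beta-catenin antibody stain plus DAPI; Read-out: % activation, nuclear-to-cytoplasmic median beta-catenin signal ratio per cell.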
Hep lipid drop: modulators of hepatic lipid droplet formation. AML12 mouse hepatocytes, oleate lipid droplets, BODIPY imaging. inhibition, % at 6.5 µM. actives 0.4% (n = 240,000);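 active means lipid droplet intensity inhibited by at least 50%, with more than 500 cells counted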
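Material – mouse AML12 hepatocyte cell line, fixed after treatment · Compound dosing – one dose, 6.5 µM compound · Times – compound with oleate, overnight · Measured by – Image-based BODIPY and DAPI two-channel analysis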
MT stabilizer: microtubule stabilization, imaging screen; actives 0.83% (n = 200,000); AID 2205; HeLa tubulin immunostaining HCS, 24 h; share of cells brighter than vehicle mean+2SD; % tubulin-high responders, % at 10 µM;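 active means plate Z-score above 3 for both tubulin-high and condensed-nucleus cell shares, with cell loss under 80%, at 10 µM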;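 further: anti alpha tubulin signal scored within the nucleus-defined area of each cell; some results filed as inactive read as strong as hits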
XIAP antagonists: small molecules displacing peptide from XIAP – biochemical, IAP family, fluorescence polarization (AID 1018) | XIAP BIR domain, fluorescence polarization peptide displacement; higher % means a stronger effect | displacement, % at 20 µM, or IC50 in µM where a hit was titrated | actives 0.007% (n = 200,000); in the data active means displacement above about 50%; further: a part of the inactive calls stands beside numbers as strong as those of hits
Autophagy HCS: alters autophagy in cells; MEF GFP-LC3 puncta imaging; test concentration mostly 10 µM; calls only at 10 µM (by protocol); actives 0.98% (n = 190,000); AID 463193;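 active means percentage of spot-positive cells more than 3 SD above its plate mean, without a fluorescence outlier flag or 80% toxicity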;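 further: spot-positive cell cutoff set from DMSO-treated cells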
Insulin prom up: MIN6 insulin promoter up-regulation; MIN6 insulin promoter-GFP reporter, high-content imaging; active compounds read high; z-score at 5 µM; actives 0.3% (n = 190,000); AID 1625;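 active means z-score above 3 at 5 µM with at least 500 cells counted in the well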
ER stress rescue: rescue of cells from ER stress-induced death, primary screen, 384-well, CSM14.1, thapsigargin, ATP luminescence (AID 1222). CSM14.1 thapsigargin-induced death rescue, ATP luminescence; higher % means a stronger effect. cellular ATP content (survival), % at 20 µM, or EC50 in µM where a hit was titrated. 190,000 tested, under 10 active;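 active means EC50 below 50 µM in the dose-response confirmation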;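 further: death triggered by thapsigargin at about 15 µM added after 2 h compound pretreatment; cell ATP read after overnight thapsigargin exposure of roughly 18 to 22 hours; normalized against plate controls of thapsigargin alone and 5% DMSO vehicle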
WT yeast gro inh: growth inhibition of WT yeast, mitochondrial fusion screen; AID 1362; actives 2.1% (n = 190,000); mitochondrial fusion phenotypic screen, WT strain; inhibition, % at 10 µM; in the data active means inhibition above about 58%; tested in S. cerevisiae
Dynein transport: dynein cargo transport inhibition; 3617.4 mouse cells, GR-EGFP nuclear translocation imaging; test concentration mostly 20 µM; stimulated with dexamethasone, 1 µM; active compounds read low; z-score, hits read low; actives 0.47% (n = 220,000);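 active means plate z-score of nuclear minus cytoplasmic receptor signal below a set negative limit, without overly bright fluorescence or cell loss, cut at about -3.5 in these data, passing the limit was not always enough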;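 further: z-score of nuclear minus cytoplasmic ring GR-EGFP intensity difference per well; some compounds called inactive have numbers as strong as hits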
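Buffer or medium: tetracycline-free induction medium containing charcoal-stripped FBS / Reagent: dexamethasone agonist, 1.0 µM final, for 30 min / Technique: automated 10x imaging of fixed Hoechst-stained cells / Times: induction 48 h, compound 1 h, agonist 30 min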
WT yeast gro inh mutant strain: second read-out of WT yeast gro inh, no call of its own (marks repeat the call); inhibition, %; mitochondrial fusion phenotypic screen, mutant strain inhibition
Dynein transport cytoplasmic EGFP: also measured in Dynein transport; calls as there; z-score; measured here: cytoplasmic GR-EGFP intensity; active compounds read high
Dynein transport nuclear GR-EGFP: further read-out of Dynein transport, marked with its call; z-score; measured here: nuclear GR-EGFP intensity;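 lower value marks the stronger effect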
Dynein transport cell count: further read-out of Dynein transport, marked with its call; z-score; measured here: cell count per field
Insulin prom up cell count: recorded beside Insulin prom up, whose call it bears; cell count; measured here: cytotoxicity, nuclei count;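 total cells summed across four imaged fields per well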
Hep lipid drop cells 6.5 µM: also measured in Hep lipid drop; calls as there; cell count; measured here: cell count, cytotoxicity flag;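 cells counted across two imaged fields per well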
bCat nuc transl cell count 5 µM: recorded beside bCat nuc transl, whose call it bears; cell count; measured here: cell count, cytotoxicity flag
MT stabilizer Hoechst-high %: second read-out of MT stabilizer, no call of its own (marks repeat the call); % Hoechst-high responders; measured here: nuclear condensation Hoechst responders;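 share of cells brighter than vehicle mean plus two SD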
MT stabilizer cytotoxicity %: second read-out of MT stabilizer, no call of its own (marks repeat the call); toxicity, %; measured here: cytotoxicity by cell density;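 0% = mean cell density of plate MIN control wells and 100% = no cells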
Autophagy HCS cell loss 18 h: recorded beside Autophagy HCS, whose call it bears; toxicity, %; measured here: cell loss, nuclei count;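 cell loss after 18 h compound exposure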
The depositor's hits bear a star.

CN1C(=O)c2ccc(NC(=O)CCS(=O)(=O)c3ccccc3)cc2C1=O was read as bCat nuc transl -2.7, Hep lipid drop 20.2, MT stabilizer 2.7, XIAP antagonists -2.6%, Autophagy HCS inactive, ER stress rescue -1.3%, WT yeast gro inh -4.8, Dynein transport 1.25, WT yeast gro inh mutant strain 0.7, Dynein transport cytoplasmic EGFP -0.0872, Dynein transport nuclear GR-EGFP 0.835, Dynein transport cell count -0.933, Hep lipid drop cells 6.5 µM 674, bCat nuc transl cell count 5 µM 1101, MT stabilizer Hoechst-high % 0.5, MT stabilizer cytotoxicity % 1.8 and Autophagy HCS cell loss 18 h 2.1.
For N#Cc1c(N)oc(-c2ccccc2)c1-c1ccccc1 the results were bCat nuc transl -3.3, MT stabilizer 4.7, XIAP antagonists -6.8%, Autophagy HCS inactive, Insulin prom up 0.08, ER stress rescue 1.8%, WT yeast gro inh 17.4, Dynein transport -0.772, WT yeast gro inh mutant strain 15.6, Dynein transport cytoplasmic EGFP 0.604, Dynein transport nuclear GR-EGFP 0.114, Dynein transport cell count 0.115, Insulin prom up cell count 1203, bCat nuc transl cell count 5 µM 914, MT stabilizer Hoechst-high % 1.5, MT stabilizer cytotoxicity % 0.8 and Autophagy HCS cell loss 18 h 2.4.
CC1CN(S(=O)(=O)c2ccc(NC(=O)c3cc(-c4ccccc4O)n[nH]3)cc2)CC(C)O1 (stereo not drawn) was read as bCat nuc transl -2.0, MT stabilizer 7.3, XIAP antagonists -0.7%, Autophagy HCS inactive, Insulin prom up 0.09, ER stress rescue -0.2%, WT yeast gro inh -2.8, Dynein transport 3.35, WT yeast gro inh mutant strain 4.1, Dynein transport cytoplasmic EGFP -0.0925, Dynein transport nuclear GR-EGFP 2.51, Dynein transport cell count -1.99, Insulin prom up cell count 1045, bCat nuc transl cell count 5 µM 929, MT stabilizer Hoechst-high % 1.8, MT stabilizer cytotoxicity % 0.9 and Autophagy HCS cell loss 18 h -2.4.
Screening COCCOC(=O)c1c(C)oc2ccc(OCC=C(C)C)cc12 returned bCat nuc transl 1.9, MT stabilizer 3.3, XIAP antagonists -4.7%, Autophagy HCS inactive, Insulin prom up -0.42, ER stress rescue -1.3%, WT yeast gro inh 30.7, Dynein transport 1.27, WT yeast gro inh mutant strain 24.6, Dynein transport cytoplasmic EGFP -0.387, Dynein transport nuclear GR-EGFP 0.302, Dynein transport cell count -0.372, Insulin prom up cell count 1249, bCat nuc transl cell count 5 µM 1408, MT stabilizer Hoechst-high % 2.2, MT stabilizer cytotoxicity % 1.4 and Autophagy HCS cell loss 18 h -35.1.
Screening O=C(NCCO)C1(c2ccccc2)CCCC1 returned Hep lipid drop -12.8, MT stabilizer 2.7, XIAP antagonists -7.9%, Autophagy HCS inactive, ER stress rescue -1.1%, WT yeast gro inh 3.2, Dynein transport -0.118, WT yeast gro inh mutant strain 0.4, Dynein transport cytoplasmic EGFP -0.193, Dynein transport nuclear GR-EGFP 0.422, Dynein transport cell count -1.55, Hep lipid drop cells 6.5 µM 707, MT stabilizer Hoechst-high % 2.4, MT stabilizer cytotoxicity % 6.3 and Autophagy HCS cell loss 18 h 1.3.
`O=C(CSc1nnc(Cc2cc(=O)[nH]c(=O)[nH]2)n1-c1ccccc1)N1CCCc2ccccc21` gave bCat nuc transl -2.4, MT stabilizer 4.1, XIAP antagonists -3.5%, Autophagy HCS inactive, Insulin prom up 0.29, ER stress rescue -0.7%, WT yeast gro inh -21.5, Dynein transport 0.338, WT yeast gro inh mutant strain -4.0, Dynein transport cytoplasmic EGFP -0.393, Dynein transport nuclear GR-EGFP 0.205, Dynein transport cell count -0.618, Insulin prom up cell count 1668, bCat nuc transl cell count 5 µM 1358, MT stabilizer Hoechst-high % 2.0, MT stabilizer cytotoxicity % 10.8 and Autophagy HCS cell loss 18 h 2.6.
Screening COc1ccc(OC)c(C(=O)Cn2c3[n+](c4ccc(C(F)(F)F)cc42)CCCCC3)c1 returned bCat nuc transl -4.4, Hep lipid drop 4.9, MT stabilizer 1.7, XIAP antagonists -2.7%, Autophagy HCS inactive, Insulin prom up -0.53, ER stress rescue -1.0%, WT yeast gro inh 7.0, Dynein transport -0.413, WT yeast gro inh mutant strain 3.2, Dynein transport cytoplasmic EGFP -0.28, Dynein transport nuclear GR-EGFP -0.0133, Dynein transport cell count 0.631, Insulin prom up cell count 1290, Hep lipid drop cells 6.5 µM 688, bCat nuc transl cell count 5 µM 1089, MT stabilizer Hoechst-high % 0.9, MT stabilizer cytotoxicity % 4.3 and Autophagy HCS cell loss 18 h 7.5.
`C/C(=N\NC(=O)CN(c1ccccc1)S(=O)(=O)c1ccccc1[N+](=O)[O-])C(C)(C)C` gave bCat nuc transl -1.8, Hep lipid drop -3.4, MT stabilizer 2.5, XIAP antagonists -4.1%, Autophagy HCS inactive, Insulin prom up -0.19, ER stress rescue -1.9%, WT yeast gro inh -27.8, Dynein transport 0.0311, WT yeast gro inh mutant strain -4.4, Dynein transport cytoplasmic EGFP -0.217, Dynein transport nuclear GR-EGFP 0.262, Dynein transport cell count -0.694, Insulin prom up cell count 1391, Hep lipid drop cells 6.5 µM 629, bCat nuc transl cell count 5 µM 1177, MT stabilizer Hoechst-high % 1.5, MT stabilizer cytotoxicity % 8.1 and Autophagy HCS cell loss 18 h -9.1.
`Cc1ccc(C(C)C)c(OCc2nn(CC(=O)c3ccc(Cl)cc3)c3[n+]2CCCCC3)c1` gave bCat nuc transl 0.0, Hep lipid drop 18.3, MT stabilizer 8.5, XIAP antagonists -4.3%, Autophagy HCS inactive, Insulin prom up -4.3, WT yeast gro inh 38.3, Dynein transport -6.94, WT yeast gro inh mutant strain 12.3, Dynein transport cytoplasmic EGFP 0.885, Dynein transport nuclear GR-EGFP -3.11, Dynein transport cell count -5.06, Insulin prom up cell count 518, Hep lipid drop cells 6.5 µM 588, bCat nuc transl cell count 5 µM 1119, MT stabilizer Hoechst-high % 3.1, MT stabilizer cytotoxicity % 10.2 and Autophagy HCS cell loss 18 h 37.5.
Screening O=C(c1ccco1)N1CCN(C(=O)C(Cc2ccccc2)NS(=O)(=O)c2cccs2)CC1 (stereo not drawn) returned bCat nuc transl 4.2, MT stabilizer 1.6, XIAP antagonists -2.2%, Autophagy HCS inactive, Insulin prom up -0.72, ER stress rescue -1.8%, WT yeast gro inh -5.2, Dynein transport -0.506, WT yeast gro inh mutant strain -4.2, Dynein transport cytoplasmic EGFP -0.223, Dynein transport nuclear GR-EGFP -0.0874, Dynein transport cell count 0.547, Insulin prom up cell count 1485, bCat nuc transl cell count 5 µM 1436, MT stabilizer Hoechst-high % 1.4, MT stabilizer cytotoxicity % 6.6 and Autophagy HCS cell loss 18 h 11.3.
`Cc1ccc(CNC(=O)COC(=O)c2ccc(Br)cc2)cc1` gave Hep lipid drop -16.6, MT stabilizer 2.0, XIAP antagonists -7.5%, Autophagy HCS inactive, Insulin prom up 0.28, ER stress rescue -2.1%, WT yeast gro inh -9.4, Dynein transport -0.619, WT yeast gro inh mutant strain -10.4, Dynein transport cytoplasmic EGFP -0.292, Dynein transport nuclear GR-EGFP -0.452, Dynein transport cell count 0.693, Insulin prom up cell count 1202, Hep lipid drop cells 6.5 µM 688, MT stabilizer Hoechst-high % 2.3, MT stabilizer cytotoxicity % 11.1 and Autophagy HCS cell loss 18 h 9.9.
For CNc1nc(-c2ccccc2)cc(C)c1S(C)(=O)=O the results were bCat nuc transl -3.6, Hep lipid drop 9.0, MT stabilizer 2.4, XIAP antagonists -8.0%, Autophagy HCS inactive, Insulin prom up -0.09, ER stress rescue 1.4%, WT yeast gro inh 2.9, Dynein transport -0.0111, WT yeast gro inh mutant strain -4.8, Dynein transport cytoplasmic EGFP -0.242, Dynein transport nuclear GR-EGFP 0.143, Dynein transport cell count -0.267, Insulin prom up cell count 1650, Hep lipid drop cells 6.5 µM 680, bCat nuc transl cell count 5 µM 1074, MT stabilizer Hoechst-high % 1.7, MT stabilizer cytotoxicity % 0.9 and Autophagy HCS cell loss 18 h -21.3.
Screening O=C(CNCc1cccs1)Nc1ccc(N2CCCCCC2)cc1 returned bCat nuc transl 2.7, Hep lipid drop 2.3, MT stabilizer 2.2, XIAP antagonists -3.1%, Autophagy HCS inactive, Insulin prom up -0.32, ER stress rescue -1.1%, WT yeast gro inh 13.5, Dynein transport 0.962, WT yeast gro inh mutant strain -2.4, Dynein transport cytoplasmic EGFP 0.272, Dynein transport nuclear GR-EGFP -0.177, Dynein transport cell count -0.288, Insulin prom up cell count 1216, Hep lipid drop cells 6.5 µM 697, bCat nuc transl cell count 5 µM 1073, MT stabilizer Hoechst-high % 2.2, MT stabilizer cytotoxicity % 16.2 and Autophagy HCS cell loss 18 h -8.2.

Bioassay records (PubChem BioAssay)
